POLH inh – DNA polymerase eta (human) inhibition; hit rate 1.2% among 390,000; Potency, µM (series often up to 114 µM), inactives show top-dose activity change, negative = inhibition, hits mostly inhibitors; Q9Y253; recombinant Pol eta, fluorescent DNA replication assay; further: on the % scale 0 is the no-effect control and ±100 the full control effect
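Fluorescent replication assay: 50 nM final substrate added after a 15 min room-temperature compound preincubation with 10 nM enzyme. Signal taken at 0 min and again at 10 min.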
Anesthetic bind – binds horse apoferritin like a general anesthetic; hit rate 0.074% among 350,000; Potency, µM (top dose mostly 77.5 µM), without a hit: at the top dose activity change, negative = displacement, usual class: inhibitors; P02791; apoferritin/1-aminoanthracene competitive binding, fluorescence; further: on the % scale 0 is the no-effect control and ±100 the full control effect; nearly all actives have a fitted effect of over 20% in size
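Apoferritin-based anesthetic binding model; compound displacement of fluorescent 1-AMA measured as endpoint fluorescence after 10 minutes at room temperature, scaled to free-ligand and complex controls.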
BLM helicase inh – Bloom syndrome helicase (human) inhibition | P54132 | recombinant BLM DNA unwinding, fluorescence dequenching | Potency, µM (top dose mostly 56.1 µM), for inactives: at the top dose activity change, negative = inhibition, most hits filed as inhibitors | hit rate 0.2% among 350,000 | AID 2528;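 further: plate controls were vehicle for no effect and no enzyme for full effect; nearly all actives have a fitted effect of over 35% in size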
APEX1 inh – inhibitors of human APE1 endonuclease | P27695 | recombinant APE1, TAMRA/BHQ-2 abasic DNA cleavage fluorescence | Potency, µM (titrated, usually from 65.8 µM), inactives show top-dose activity change, negative = inhibition, actives largely listed as inhibitors | hit rate 0.35% among 350,000;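 further: plate controls were vehicle for no effect and reference inhibitor for full effect; nearly all actives have a fitted effect of over 55% in size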
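APE1 at 0.75 nM final was preincubated with compound 15 min at room temperature, then 50 nM double-stranded THF abasic-site substrate (5'-TAMRA/3'-BHQ-2) was added. Fluorescence (ex 525/em 598 nm) was read kinetically; third-minus-first read gave activity.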
BAZ2B block – inhibitors of human BAZ2B bromodomain. Q9UIF8. AlphaScreen BAZ2B-H3K14Ac peptide displacement. Potency, µM (series often up to 114 µM), without a hit: at the highest dose activity change, negative = inhibition, actives largely listed as inhibitors. hit rate 4.4% among 360,000. AID 504333; further: on the % scale 0 is the no-effect control and ±100 the full control effect; nearly all actives have a fitted effect of over 60% in size
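Protein-peptide AlphaScreen: BAZ2B 50 nM, b-H3K14Ac 50 nM, 1x PBS pH 7.4 + 0.01% Tween-20. Preincubation 30 min RT; cpd 30 min RT (top 110 uM); beads 20 min RT, light-protected.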
Pol beta inh – inhibitors of human DNA polymerase beta. P06746. Pol beta primer extension/strand displacement, fluorescence kinetic. Potency, µM (highest dose often 114 µM), inactives show at the top dose activity change, negative = inhibition, most hits filed as inhibitors. hit rate 1.3% among 340,000. AID 485314; further: on the % scale 0 is the no-effect control and ±100 the full control effect
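Homogeneous kinetic assay of primer extension and strand displacement by 10 nM Pol beta, preincubated 15 min at room temperature with compound before 50 nM substrate (final) was added. Read at 0 and 10 min; four-parameter Hill fit.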
Pol iota inh – inhibitors of human DNA polymerase iota | Q9UNA4 | Pol iota fluorescent replication assay, 10 min | Potency, µM (highest dose often 115 µM), for inactives: top-dose activity, negative = inhibition, usual class: inhibitors | hit rate 1% among 390,000 | AID 588590
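Pol iota at 10 nM preincubated 15 min with compounds at room temperature; reaction started with fluorescent substrate, 50 nM final. Fluorescence read kinetically at 0 and 10 min; buffer-only wells as negative control.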
G9a inh – G9a (human) methyltransferase inhibition; hit rate 8.8% among 350,000; G9a H3K9 monomethylation, AlphaScreen, 2 h; Potency, µM (doses to about 102 µM), inactives show top-dose activity, negative = inhibition, most hits filed as inhibitors; AID 504332; further: on the % scale 0 is the no-effect control and ±100 the full control effect; nearly all actives have a fitted effect of over 75% in size
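G9a (20 nM) was preincubated 15 min with compound, then reacted 2 h at room temperature with 500 nM biotin-H3K9 peptide and 20 µM SAM. Monomethyl-H3K9 detected by AlphaScreen using anti-H3K9me1 antibody.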
POLK inh – DNA polymerase kappa (human) inhibition; Q9UBT6; purified Pol kappa, fluorescent DNA synthesis assay, 10 min; Potency, µM (series often up to 107 µM), for inactives: top-dose activity, negative = inhibition, usual class: inhibitors; hit rate 0.53% among 400,000; further: on the % scale 0 is the no-effect control and ±100 the full control effect
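Readout: fluorescence, taken kinetically at 0 and 10 min. Conditions: 10 nM Pol kappa, 15 min RT compound preincubation, 50 nM substrate final. Controls: enzyme-free buffer wells.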
An asterisk follows results filed as active; u = inconclusive; x = no result given; [ ] = another dose, or the depositor's remark. The call rests on the fitted dose curve; in most records, active means well fitted curve in the direction sought with a large enough effect; inconclusive means small, poorly fitted or top-dose-only effect, or another doubt; inactive means no such curve, though single readings can be large; an effect the other way counts as inactive or inconclusive. Potency means the concentration at half of the fitted maximal effect. Some of the compounds tested (hit frequency here may not be typical).

Anesthetic bind,G9a inh,BAZ2B block,POLH inh,Pol iota inh,BLM helicase inh,POLK inh,Pol beta inh,APEX1 inh,molecule
4%,71%[activator][59 µM],109%[activator],-10%,5%,-5%,-12%,26%,-1%,Cc1cccc2c(=O)cc(C)n(Cc3ccccc3)c12
1%,1%[59 µM],-2%,-25%,21%,-6%,-21%,u,x,Cc1noc(C)c1S(=O)(=O)N1CCC(C(=O)N2CCN(c3cccc(C(F)(F)F)c3)CC2)CC1
1%,-1%,-1%,-14%,82%[activator],0%,-9%,18%,6%,O=C(N/N=C/c1ccco1)c1ccc2nc[nH]c2c1
276%[activator],22%[59 µM],3%,-17%,33%[activator],-3%,-4%,-21%,-10%,COc1cccc(C2C(C#N)=C(C)NC3=C2C(=O)CC(C)(C)C3)c1 (stereo not drawn)
-19%,7.9µM*,-34%,-15%,-11%,-3%,-7%,-1%[57.1 µM],1%,O=C(/C=C\NCC(=O)c1ccccc1)c1ccc2ccccc2c1
-12%,-12%[12.7 µM],-11%,-16%,10%,-11%,-1%,5%,-8%,COc1ccc(-c2cc3ccccc3n2CC(O)Cn2nc(C)cc2C)cc1 (stereo not drawn)
-12%,28%[0.501 µM],7%,-10%,15%,6%,2%,30%,-2%,NC(=O)CC(CC(=O)OCc1ccccc1)c1ccccc1 (stereo not drawn)
-8%,-7%,u,-14%,128%[activator],-1%,0%,u,1%,COc1ccc(C(=O)NCCc2c[nH]c3ccc(OC)cc23)cc1
38%[activator],4%,-17%,-7%,60%[activator],-5%,-2%,3%,62%[activator],Cc1ccc(NC(=O)CS(=O)CC(=O)N2CCN(c3ccccc3)CC2)cc1 (stereo not drawn)
x,40µM*,-33%,-23%,11%,x,0%,x,9%,CCN1CCN(S(=O)(=O)c2ccc(Cl)c(C(=O)Nc3ccccc3N3CCCCC3)c2)CC1
-1%,-32%,-4%,1%,2%,-7%,-10%,u,-6%,N#CCC(=O)Nc1ncn(Cc2ccccc2Cl)n1
5%,u,-7%,-16%,1%,2%,8%,13%,44%,CCOc1ccccc1NS(=O)(=O)c1ccc2c(c1)NC(=O)CCS2
7%,x,-5%,-8%,6%,-2%,-2%,u,20%,CC(C)c1ccc(/C=N/NC(=O)c2ccccn2)cc1
-14%,x,6%,-6%,8%,-7%,-23%,9%,-16%,Cc1ccccc1NS(=O)(=O)c1ccc2c3c(cccc13)C(=O)N2C
0%,13%[59 µM],-5%,-24%,22%,-9%,-11%,0%,x,CC(C)Sc1oc(-c2cccs2)nc1S(=O)(=O)c1ccc(Cl)cc1
-7%,14%[12.7 µM],5%,1%,-1%,0%,-7%,2%,0%,CCCC(=O)Nc1ccc(NC(=O)c2cccs2)cn1
x,1%,-5%,2%,20%,x,-9%,x,3%,O=C(NNC(=O)c1cc(Cl)nc2ccccc12)c1ccccc1F
-10%,18µM*,-33%,-15%,16%,-10%,-12%,-5%,18%,O=c1c2ccccc2[nH]c(=S)n1CCCN1CCOCC1
-3%,6%[59 µM],-2%,-6%,23%,0%,-5%[60.1 µM],0%,x,COc1cccc(NC(=O)CSc2cc(C)[nH]c(=O)n2)c1
-4%,9%,2%,0%,100%[activator],1%,-12%,70%,-9%,O=C(NCC1CCCO1)/C(=C\c1ccccc1F)NC(=O)c1ccccc1 (stereo not drawn)
-6%,24%[2.33 µM],7%,-13%,5%,-1%,2%,28%,-1%,Cc1nnc(SCc2nc3ccccc3[nH]2)s1
-12%,-71%,-5%,-11%,4%,0%,-8%,3%,15%,OCC[C@@H]1C[C@H](O)[C@@H](O)[C@]2(CCc3ccccc3CO2)O1
-11%,x,-4%,0%,7%,0%,-11%,0%,4%,CC(=O)N1CCc2cc(Br)cc(S(=O)(=O)N3CCN(C(=O)c4ccco4)CC3)c21
x,x,x,-15%,11%,x,1%,x,13%,CCC1CCCCN1C(=O)CSc1n[nH]c(N)n1 (stereo not drawn)
-5%,-7%,-21%,-2%,30%,-4%,0%,28µM*,-6%,O=c1cc(-c2ccc(O)cc2)oc2ccccc12
-12%,17%[59 µM],-9%,-1%,137%[activator],1%,-7%,1%,1%,COc1ccc(CCNC(=O)Cn2cccc2C(=O)c2ccccc2)cc1OC
8%,u,-20%,-5%,35%[activator],-1%,-21%,3%,2%,O=C1CCCC/C1=C\Nc1ccc(C(=O)O)c(O)c1
-6%,11%[59 µM],-15%,-10%,13%,-7%,-11%,0%,-3%,COc1ccc(CNn2c(-c3cccs3)nc3ccccc3c2=O)cc1OC
u,98%[activator],25%,u,10%,-9%,0%,-25%,2%,COc1ccc(C(=O)CSc2nc(C(C)(C)C)nc3ccccc23)cc1
-6%,-27%,6%,7%,7%,-3%,2%,-1%,0%,CCOc1ccc(CCNC(=O)C2CCCN2C(=O)OCc2ccccc2)cc1OCC (stereo not drawn)
-7%,u,0%,-7%,0%,2%,-13%,-1%,-11%,C=C(C)Cn1c(N2CCN(CC)CC2)nc2c1c(=O)[nH]c(=O)n2C
-13%,-1%,-16%,-9%,-8%,0%,-6%,34%,0%,O=C(COc1ccc(Cl)cc1Cl)N1CCN(c2ccccn2)CC1
-12%,25µM*,50µM*,-6%,38%[activator],-2%,5%,u,15%,CC1CCC(N2CCN(S(=O)(=O)Cc3ccccc3)CC2)CC1 (stereo not drawn)
-9%,u,u,-17%,-5%,-5%,-19%,3%,-3%,Cc1cccc(S(=O)(=O)Nc2cccc(-c3cn4ccsc4n3)c2)c1
-14%,-2%,-26%,-11%,10%,-1%,-7%,31%,-14%,COc1ccc(Cl)cc1NS(=O)(=O)N1CCOCC1
5%,10%[12.7 µM],5%,-13%,-18%,0%,-15%[60.1 µM],8%,11%,CC1Cn2cc(C(=O)Nc3ccccc3C(F)(F)F)c(=O)c3c(Cl)ccc(c32)O1 (stereo not drawn)
x,28µM*,-6%,-6%,28%,x,-2%,x,-4%,Cc1ccc(CSCC(=O)Nc2ccc(N3CCOCC3)cc2N2CCOCC2)cc1
-12%,-2%[59 µM],8%,-11%,39%[activator],-1%,0%,u,29%,CCOC(=O)C(CCc1nnc(N)s1)C(=O)OCC
u,-5%[59 µM],-7%,u,u,-2%,-40%,4%,-1%,CC/C(=N\NC(=O)CNC(=O)/C=C/c1ccco1)c1ccccc1
x,x,x,-11%,19%,x,10%,x,39%[activator],CC(=O)C[C@H](O)CC(=O)[C@H]1OC(=O)[C@H](C)CCCCc2ccccc21
-8%,-31%,-12%,-9%,23%,-1%,-9%,1%,0%,COCC(=O)Nc1ccccc1-c1ccccc1
8%,5%,1%,7%,10%,4%,1%,-22%,-1%,COc1ccc(CNC(=O)CCC(=O)N2CCN(S(=O)(=O)c3ccc(Cl)cc3)CC2)cc1
x,10µM*,11%,-7%,24%,x,0%,x,2%,Cc1ccccc1Nc1nnc(SCC(=O)c2c(N)n(C3CC3)c(=O)[nH]c2=O)s1
u,u,u,0%,11%,-8%,-3%,-15%,25%,CN(Cc1ccccc1)c1ccc(C(CC(N)=O)NC(=O)c2ccc(Br)cc2)cc1[N+](=O)[O-] (stereo not drawn)
-4%,u,-29%,1%,-4%[58.9 µM],-3%,-13%,-6%,0%,Nc1c(-c2ccccc2)n[nH]c1-c1ccccc1
-2%,17%[59 µM],u,u,12%,-4%,-6%,31%,11%,COc1ccc(OC)c(-c2cc(C(F)(F)F)c3c(n2)sc2c(O)cc(=O)[nH]c23)c1
-7%,5%[59 µM],-4%,-4%,-9%,0%,4%,0%,x,COc1ccc(NC(=O)CC(C)n2nc(C)cc2C)cc1Cl (stereo not drawn)
-1%,79µM*,u,-7%,-5%,0%,-15%,11%,61%[activator],Cc1cc(C)c(C(=O)N2CCCC(Nc3ccc(F)cc3)C2)o1 (stereo not drawn)

Already shown: entries from further up.
Anesthetic bind,G9a inh,BAZ2B block,POLH inh,Pol iota inh,BLM helicase inh,POLK inh,Pol beta inh,APEX1 inh,molecule
u,u,u,0%,11%,-8%,-3%,-15%,25%,CN(Cc1ccccc1)c1ccc(C(CC(N)=O)NC(=O)c2ccc(Br)cc2)cc1[N+](=O)[O-] (stereo not drawn)
-4%,u,-29%,1%,-4%[58.9 µM],-3%,-13%,-6%,0%,Nc1c(-c2ccccc2)n[nH]c1-c1ccccc1
-2%,17%[59 µM],u,u,12%,-4%,-6%,31%,11%,COc1ccc(OC)c(-c2cc(C(F)(F)F)c3c(n2)sc2c(O)cc(=O)[nH]c23)c1
-7%,5%[59 µM],-4%,-4%,-9%,0%,4%,0%,x,COc1ccc(NC(=O)CC(C)n2nc(C)cc2C)cc1Cl (stereo not drawn)
-1%,79µM*,u,-7%,-5%,0%,-15%,11%,61%[activator],Cc1cc(C)c(C(=O)N2CCCC(Nc3ccc(F)cc3)C2)o1 (stereo not drawn)

More structures follow.
Anesthetic bind,G9a inh,BAZ2B block,POLH inh,Pol iota inh,BLM helicase inh,POLK inh,Pol beta inh,APEX1 inh,molecule
x,7%[0.501 µM],-1%,-22%,26%,x,-1%,x,10%,Cc1ccccc1C(=O)N1CCC(C(=O)Nc2nc3ccc(F)cc3s2)CC1
-12%,0%[59 µM],3%,-9%,16%,-8%,-7%[60.1 µM],-2%,x,COc1ccc(CNC(=O)c2ccc3c(c2)N(Cc2ccccc2C)C(=O)c2ccccc2S3=O)cc1 (stereo not drawn)
x,9%[0.501 µM],-2%,-24%,125%[activator],x,-13%,x,15%,CC1CC(C)(C)CC2(C1)NC(=O)N(CC(=O)NCc1ccccc1F)C2=O (stereo not drawn)
-6%,-21%,45%[activator],x,x,-4%,x,10%,-8%,O=C(NC1CCCCC1)NC1CC2CCC(C1)N2C(=O)NCc1ccccc1 (stereo not drawn)
-16%,-2%,-36%,-26%,21%,-2%,-2%,10%,13%,C#CCN(C(=O)c1ccc(OC2CCN(Cc3ccccn3)CC2)cc1)C1CCCCC1
-20%,-43%,x,-9%,46%[activator],-4%,-4%,-9%,0%,CN(Cc1ccccc1)S(=O)(=O)c1cccc2nsnc12
1%,24%,8%,-20%,-14%,-6%,-9%,u,-16%,COC(=O)[C@]1(C)CCC[C@@]2(C)C3CC[C@@]4(C)C[C@]3(CC[C@H]12)C[C@H]4O (stereo partly drawn)
